EWS-Fli block: EWS/Fli transcriptional activity inhibition; A673 NR0B1-luciferase reporter, viability-normalised; inhibition, % at 12.6 µM; 350,000 compounds, 0.67% hits;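 active = mean inhibition of at least 50% after viability correction, with every replicate also passing that limit; inconclusive = mean reaches 50% but only one of two replicates passes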;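 note: firefly luciferase signal divided by Alamar Blue viability fluorescence both relative to DMSO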
CFTR F508del cor: CFTR F508del correction in bronchial cells. CFBE cells, YFP halide quenching; stimulated with forskolin plus potentiator P3; % fluorescence drop versus neutral controls. AID 720511. 350,000 compounds, 0.36% hits. activity (quench increase), % at 7.58 µM;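 active = mean added fluorescence quench of at least 8% versus neutral control, with both replicates also reaching 8%; inconclusive = only one of the mean or replicate conditions met; inactive = mean below 8% and not both replicates reaching 8%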;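 note: cells transiently co-express mutant CFTR-F508del with the halide-sensitive YFP; corrector assay measuring rescue of mutant channel to the surface after 24 h compound exposure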
miR-122 sensor: miR-122 inhibition in Huh7 cells; Huh7 miR-122 Renilla luciferase sensor, 48 h; neutral wells = 0, positive control = 100; activation (reporter increase), % at 12.5 µM; 340,000 compounds, 0.3% hits; AID 602342;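 active = mean replicate activation score at least 90 and every replicate individually at or above 90; inconclusive = only one of the two criteria met; inactive = neither criterion met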;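 note: higher luciferase means less miR-122 activity so hits act as miR-122 inhibitors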
DENV2 CPE rescue: protects cells from dengue virus 2 cytopathic effect. DENV2-infected cells, cytopathic effect rescue, plate reader. CPE inhibition, % at 9.99 µM. 350,000 compounds, 1.7% hits. AID 651640; in the data active = CPE inhibition above about 20%, passing the limit was not always enough; inconclusive = no clear call, values can overlap the other calls; tested in BHK-21 cells;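 note: 0% = median of neutral control wells and 100% = median of positive control wells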
INS-1E GSIS act: GLuc luminescence reporter in INS-1E cells, primary screen for activators of glucose-dependent secretion of insulin; activation, % at 16.6 µM; 370,000 compounds, 0.61% hits; INS-1E GLuc reporter insulin secretion, 2-3 h; AID 743287;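 active = lowest replicate activation of at least 40%, so every replicate reaches that level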;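 note: 0% = median of neutral control wells and 100% = median of IBMX positive control wells; some compounds called inactive have numbers as strong as hits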
PAX8 inh HTS: lowers PAX8-driven luciferase in RMG-I cells | RMG-I TPO-luciferase reporter, SteadyGlo, 24 h | inhibition, % at 12.6 µM | 360,000 compounds, 1.2% hits | AID 652154;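 active = mean replicate inhibition at least 60% with every replicate also reaching 60%; inconclusive = only one of the two criteria is met; inactive = mean below 60% and not all replicates reaching 60%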;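 note: luciferase light reporting Pax8 driven TPO promoter activity; plate controls were median of neutral control wells for no effect and mitoxantrone controls for full effect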
FN deposition inh: fibronectin deposition inhibition | AH1F fibroblasts, Alexa488-fibronectin deposition fluorescence, overnight | inhibition, % at 12.6 µM | 350,000 compounds, 0.086% hits;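 active = mean inhibition across replicates of 30% or more, regardless of how many single replicates reach that level; inconclusive = mean under 30% yet at least half of replicates reach 30%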;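 note: positive control wells lacked labelled fibronectin entirely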
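Test system: AH1F fibroblast monolayer depositing Alexa488-labelled fibronectin into matrix. Input: 10000 cells per well. Technique: fluorescence, ex 485 nm, em 525 nm. Buffer or medium: DMEM plus 2% serum, read in PBS. Timing: 1 h cell adhesion before compound, then overnight fibronectin incubation. Compound: single dose, pinned. Read-out basis: inhibition from reduced deposited-fibronectin fluorescence.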
Starred values were filed as active, the others as inactive; ? = inconclusive; / = no result given; & = joins results of further samples; [ ] = dose if it differs, or a comment.

SMILES	EWS-Fli block	CFTR F508del cor	miR-122 sensor	DENV2 CPE rescue	INS-1E GSIS act	PAX8 inh HTS	FN deposition inh
C[C@H](CO)N1C[C@H](C)[C@@H](CN(C)C(=O)Nc2cccc3ccccc23)OCc2cn(nn2)CCCC1=O	12	3.1	3[16.7 µM]	/	-5	13	3
O=C(c1ccc(Cl)c([N+](=O)[O-])c1)N(c1ccccn1)c1ccccn1	12	-1.5	-4	-3	18	22	11
OC[C@@H]1[C@@H](c2ccc(Br)cc2)[C@@H]2CN(Cc3ccccn3)CCCCN12	12	3.9	2[16.7 µM]	19	16	-1	/
C/C(=N\Nc1cccc(C(F)(F)F)c1)c1ccc(O)cc1	-16	-1.2	8	-4	-10	8	-5
Cn1c(=O)c2ccccc2n(Cc2ccccc2Cl)c1=O	7	0.1	12	-5	10	17	0
O=[N+]([O-])c1ccccc1Nc1cccc(F)c1	-4	-1.0	/	2	/	3	9
CC(=O)c1cccc(N(C(=O)CNC(=O)c2ccco2)C(C(=O)NC2CCCC2)c2ccncc2)c1 (configuration not stated)	4	-2.9	2	1	2	-8	0
C[C@@H]1CN([C@H](C)CO)C(=O)c2cc(-c3ccc(F)cc3)cnc2O[C@@H]1CN(C)Cc1cncnc1	-10	-2.5	-1[16.7 µM]	?	16	/	5
CCCC(=O)Nc1ccccc1NC(=O)C1CCCCC1	/	/	4	/	/	9	-7
Cc1nc2ccc([N+](=O)[O-])cc2nc1C	-2	1.6	/	-7	8	-7	6
CC(=O)N(C)C[C@@H]1Oc2ncc(-c3cncnc3)cc2C(=O)N([C@H](C)CO)C[C@@H]1C	3	-1.2	-6[16.7 µM]	-6	35	/	/
CC(NC(=O)c1cc(Br)cs1)C1CCCO1 (configuration not stated)	0	-3.0	-6	-7	1	4	4
Cc1noc(C)c1NC(=O)N(C)C[C@H]1Oc2ccc(NS(=O)(=O)c3cccs3)cc2C(=O)N([C@H](C)CO)C[C@H]1C	6	-2.6	-2[16.7 µM]	-1	17	/	/
Cc1ccc(S(=O)(=O)N2C[C@@H](O)COC[C@H]3O[C@@H](CC(=O)NCc4ccc5c(c4)OCO5)CC[C@@H]32)cc1	12	-3.5	0[16.7 µM]	-6	-5	8	-1
CCCC(=O)Nc1c(-c2ccccc2OC)c(=O)c2ccccc2n1C	-2	0.5	-4	-4	-6	5	2
O=S(=O)(c1ccc(OCc2ccc(Br)cc2)cc1)N1CCOCC1	4	19*	-6	0	2	0	-8
N/C(Cc1ccc([N+](=O)[O-])cc1)=N\OC(=O)c1cccc(Br)c1	-3	-2.2	/	13	9	15	/
CCC1NC(=S)NC(C)=C1C(=O)c1ccccc1 (configuration not stated)	5	2.4	-24	/	-10	6	-8
Cc1cc(/C=C2/SC(=O)N(CC(=O)N3CCOCC3)C2=O)c(C)n1-c1ccccc1F	-64	-0.7	/	10	52*	-35	-3
NC1=NN(c2c(Cl)cc(Cl)cc2Cl)C(=O)C1	-9	-0.8	-7	-4	/	-9	-4

Compounds from the list above that have a Cl atom (3):
SMILES	EWS-Fli block	CFTR F508del cor	miR-122 sensor	DENV2 CPE rescue	INS-1E GSIS act	PAX8 inh HTS	FN deposition inh
O=C(c1ccc(Cl)c([N+](=O)[O-])c1)N(c1ccccn1)c1ccccn1	12	-1.5	-4	-3	18	22	11
Cn1c(=O)c2ccccc2n(Cc2ccccc2Cl)c1=O	7	0.1	12	-5	10	17	0
NC1=NN(c2c(Cl)cc(Cl)cc2Cl)C(=O)C1	-9	-0.8	-7	-4	/	-9	-4

Next section
SMILES	EWS-Fli block	CFTR F508del cor	miR-122 sensor	DENV2 CPE rescue	INS-1E GSIS act	PAX8 inh HTS	FN deposition inh
CCc1c(C(=O)NC2CCCc3ccccc32)[nH]c(C)c1C(C)=O (configuration not stated)	-30	0.9	?	2	-41	22	3
COCCNC(=O)C(c1ccc(Cl)cc1)N(CCOC)C(=O)CCC(=O)Nc1nccs1 (configuration not stated)	10	-0.8	/	-8	0	3	/
O=c1oc2cc(O)ccc2cc1-c1nc2ccccc2o1	-70	2.5	/	6	0	-135	-21
COc1c(C(O)CC(C)C)ccc2c1C(=O)OCc1cc(C)cc(O)c1O2 (configuration not stated)	14	1.5	-19	8	/	/	/
Oc1c(Br)cc(Br)cc1CNc1cccc2cccnc12	11	1.7	-3	7	/	13	0
CCN1CCN(CCNC(=O)c2ccc(/C=C3/Sc4ccccc4N(Cc4ccccc4C)C3=O)cc2)CC1	14	-6.3	-1	3	27	42	13
C=CCNc1nc(C(=O)OCC(=O)Nc2cc(S(C)(=O)=O)ccc2Cl)cs1	1	0.2	/	4	11	0	-9
S=c1[nH]nc(-c2ccncc2)n1/N=C/c1cn(-c2ccccc2)nc1-c1ccccc1	-20	-3.9	-7	-2	9	-41	-3
CCOC(=O)C(=NC1CCS(=O)(=O)C1)NNc1ccc(Br)cc1 (configuration not stated)	3	1.0	5	0	1	-5	-4
COc1ccccc1C(C)NC(=O)c1cc(S(=O)(=O)N2CCCCC2)ccc1C (configuration not stated)	6	2.3	-17	8	/	-7	/
C[C@H]1CN([C@@H](C)CO)C(=O)c2cccc(NC(=O)c3ccc(-c4nccs4)cc3)c2O[C@H]1CN(C)C(=O)Nc1ccccc1	2	3.4	-1[16.7 µM]	-1	16	/	/
CCN1C(=O)[C@H]2[C@@H](c3ccc(C)cc3)N3C(=O)N(c4ccccc4)C(=O)[C@@]3(CC)[C@H]2C1=O	-8	4.4	1	12	17	-26	-9
Cc1cc(NC(=O)CSCC(=O)Nc2cccc(S(=O)(=O)N3CCCCCC3)c2)no1	-6	2.1	-4	-6	1	6	-1
O=C(COC(=O)CNC(=O)c1ccccc1F)Nc1ccc2[nH]c(=O)[nH]c2c1	1	0.4	-6	-1	-9	-4	-1
O=C1c2ccccc2C(=O)C1Cc1cccc2ccccc12	-4	-4.3	1	0	8	/	/
COc1ccc(CNC(=S)NCc2ccc(F)cc2)cc1	0	0.3	11	2	-26	1	12
O=C1C=C(c2ccc3ccccc3c2)C[C@@H](c2ccc(Cl)cc2)C1	-13	0.5	/	0	16	-15	-3
Cc1cc(N/C=C(\C#N)S(=O)(=O)c2ccc(Cl)cc2)nc(C)n1	0	1.2	/	-4	-7	-7	4
O=c1[nH]c(CSc2cccc[n+]2[O-])nc2ccccc12	5	-2.1	/	/	-4	14	7
O=C(N/N=C/c1c[nH]c2ccccc12)c1cc(-c2cccc3ccccc23)n[nH]1	-12	0.8	/	-4	-5	11	6
COc1cc(C(=O)NCc2cccs2)ccc1OCc1c(C)noc1C	2	2.5	-6	17	2	-8	3
O=C1CSC(=S)N1N=Cc1ccc(Cl)cc1Cl	-1	1.2	/	6	/	14	/
Cc1cccc(OCC(=O)NCC(=O)N/N=C/c2ccccc2)c1	-8	0.3	-11	0	7	-11	5
CN1C(=O)CS(=O)c2ccc(C(=O)NC3CC3)cc21 (configuration not stated)	1	-2.1	-3	-8	3	29	11
Cc1cccc(C)c1NC(=O)CCCN1C(=O)C(c2ccccc2)Oc2cccnc21 (configuration not stated)	/	2.5	6	?	5	-25	5
OC1CCNC(=S)N1c1ccccc1 (configuration not stated)	2	0.2	-5	8	-5	-18	2
O=C(Nc1ccccc1N1CCCCC1)C1CCN(S(=O)(=O)c2ccccc2C(F)(F)F)CC1	15	2.0	/	2	-3	32	-3
CN(C)c1ccc(C(=O)c2ccccc2C(=O)O)c(O)c1	/	/	0	/	/	6	3
COCC(=O)Nc1ccc2c(c1)C(=O)N(C)[C@H]1CC[C@H](CC(=O)NCC3CCCCC3)O[C@H]1CO2	-12	-3.2	25[16.7 µM]	-15	-1	3	-10
COc1ccc2[nH]c(=O)c(CN(C(=O)c3cccnc3)c3cccc(C)c3)cc2c1	-5	-1.2	4	-1	26	16	0
CN(Cc1ccccc1)C(=S)NC(=O)C1CCCCC1	5	-0.6	8	19	3	12	0
CC1=CC(C)(C)NC(=S)N1c1ccc2ccccc2c1	-9	-3.7	7&7	-1	-5	-18	-10
S=c1[nH]nc(-c2cccs2)n1Cc1ccccc1	6	0.3	/	2	-1	14	-2
O=C(NCCN1CCC(n2c(=O)[nH]c3ccccc32)CC1)c1ccc(Cl)cc1	-2	-2.4	/	-7	0	-6	2
CCc1cnc(N2[C@H](C#N)[C@H](c3ccc(-c4cccc(F)c4)cc3)[C@@H]2CO)s1	8	0.2	/	15	-18	-7	-6
C=CCc1cccc(/C=N/c2nc3ccccc3n2CC)c1O	-6	0.9	/	-4	4	/	/
Cc1cccc(NS(=O)(=O)c2csc(C(N)=O)c2)c1	-12	-2.3	111*	7	7	9	3
CCCCNC(=O)c1cc2c(=O)n3cccc(C)c3nc2n(Cc2ccncc2)c1=N	/	/	-7	/	7	/	10
COc1ccc(CNC(=O)CCSCc2cccc(Cl)c2)cc1	/	/	0	/	-26	-4	15
NC1=NC(=Nc2ccc(S(N)(=O)=O)cc2)c2ccccc21	-3	5.0	-4	7	19	-7	-9
CCCNC(=O)N1[C@H](CO)[C@H]2c3ccccc3N(C(=O)Nc3ccccc3)C[C@H]21	-1	-4.0	40[16.7 µM]	/	12	1	-3
Cn1nc(C(=O)Nc2ccc(-n3cnnn3)cc2)c2ccccc2c1=O	7	4.2	-10	9	10	-22	6
CC(=O)N(C)C[C@H]1Oc2cc(-c3ccncc3)ccc2S(=O)(=O)N([C@@H](C)CO)C[C@H]1C	-7	-1.6	-11[16.7 µM]	6	12	/	4
CN(C)C(=O)C[C@@H]1CC[C@@H]2[C@H](COC[C@H](O)CN2S(=O)(=O)c2ccccc2Cl)O1	5	1.1	0[16.7 µM]	2	15	0	3
C[C@@H]1CN([C@H](C)CO)C(=O)c2cccc(N(C)C)c2O[C@H]1CN(C)C(=O)Nc1ccc(F)cc1	-1	0.5	39[16.7 µM]	2	4	-8	-2
CCCN(CCC)Cc1c(C(=O)N/N=C/c2ccc(Br)cc2)nnn1-c1nonc1N	-4	1.5	3	-1	-20	-4	4
O=C(Nc1ccc(F)cc1F)C1CCN(S(=O)(=O)c2cccnc2)CC1	/	3.2	0	7	15	-16	-6
COc1ccc(NC(=O)Nc2ccc3c(c2)C(=O)N([C@@H](C)CO)C[C@H](C)[C@H](CN(C)Cc2ccc(Cl)c(Cl)c2)O3)cc1	13	3.0	-3[16.7 µM]	1	-13	/	-5
COc1ccc(OCC(=O)NC(=S)Nc2ccc(S(=O)(=O)Nc3cc(OC)nc(OC)n3)cc2)cc1	4	/	6	9	16	8	0
COc1ccccc1N(CC(O)CN1CCC(C)CC1)S(=O)(=O)c1ccccc1 (configuration not stated)	0	-0.2	/	11	-7	-10	-3
COc1ccc(C2/C(=C(/O)c3ccc4c(c3)CC(C)O4)C(=O)C(=O)N2CCCN2CCOCC2)cc1OC (configuration not stated)	10	1.2	3	-9	14	-4	4
CCN1CCN(C(=O)c2cc3c(=O)oc4ccc(C)cc4c3s2)CC1	1	-1.1	-2	-5	5	12	-3
O=C(Nc1ccccc1C(=O)Nc1ccc(Cl)cc1)c1cccnc1	-11	-1.6	/	5	-8	-21	4
NC(=O)C1CCN(C(=O)NC(=O)c2ccccc2)CC1	5	-3.1	2	-5	-5	24	-1
C[C@@H](O)[C@H]1O[C@]2(C)CCC[C@H]1O2	-4	-0.8	/	3	/	-24	5
CCCN(C)C[C@H]1OCCCC[C@H](C)Oc2ccc(NC(=O)Nc3ccc(F)cc3)cc2C(=O)N([C@@H](C)CO)C[C@H]1C	-1	0.7	2[16.7 µM]	/	3	1	/
O=C1N(c2ccccc2)C[C@@H]2C[C@@H](c3cc4ccccc4o3)N3CCC[C@@]123	39	0.0	/	7	-4	98*	/

Screens from PubChem BioAssay.
